From PubChem
CHT inh: inhibitors of human choline transporter CHT. High affinity choline transporter 1 (Homo sapiens), Q9GZV3. CHT-expressing cells, membrane potential dye, choline response; hits give low values. B-score at 10 µM. 0.86% of 310,000 active. AID 488975, 2010;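 active = B-score over 3 SD under the library average, and starting fluorescence ratio not unusually high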;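 note: choline stimulus applied at its EC90 after an EC20 pre-addition; B-score computed on integrated fluorescence ratio after choline addition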
Target sequence (Q9GZV3 whole entry, looked up): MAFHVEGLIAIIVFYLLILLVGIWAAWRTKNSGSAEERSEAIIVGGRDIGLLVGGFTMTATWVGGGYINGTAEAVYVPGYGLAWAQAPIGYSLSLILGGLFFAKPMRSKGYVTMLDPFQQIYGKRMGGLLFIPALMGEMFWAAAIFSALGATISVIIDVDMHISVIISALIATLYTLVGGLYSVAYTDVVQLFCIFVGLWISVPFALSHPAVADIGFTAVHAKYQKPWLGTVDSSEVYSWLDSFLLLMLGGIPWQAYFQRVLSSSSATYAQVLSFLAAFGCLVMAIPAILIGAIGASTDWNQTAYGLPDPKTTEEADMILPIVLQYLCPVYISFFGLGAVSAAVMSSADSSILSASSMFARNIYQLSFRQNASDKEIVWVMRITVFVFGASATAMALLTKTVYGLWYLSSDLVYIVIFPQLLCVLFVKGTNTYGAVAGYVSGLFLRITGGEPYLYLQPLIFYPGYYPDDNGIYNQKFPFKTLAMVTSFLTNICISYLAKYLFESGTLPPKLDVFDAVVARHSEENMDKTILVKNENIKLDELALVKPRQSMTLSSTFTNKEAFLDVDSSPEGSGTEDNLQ
CHT allo act: CHT positive allosteric modulators, primary screen, cell-based, membrane potential dye, choline EC20; CHT-expressing cells; hits give high values; LV-AA mutant CHT in HEK293 cells; B-score at 10 µM; 0.49% of 310,000 active; AID 488977, 2010; High affinity choline transporter 1 (Homo sapiens), Q9GZV3;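 active = initial fluorescence not abnormally high and integrated response B-score, plate-corrected, over 3 SD above library mean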
Active calls of the source: *; i = inactive.

Values run as follows: CHT allo act | CHT inh
- Cc1cc(C)cc(NC(=S)NCc2ccc(S(N)(=O)=O)cc2)c1
    i | i
- CC(C)(C)OC(=O)N1Cc2ccccc2C[C@H]1C(=O)NCC(=O)NC1CCCC1
    i | i
- CC(C)NC(=O)C1CCN(C2CCN(Cc3ccc4cccc(F)c4n3)CC2)CC1
    i | i
- Cc1cc(C)cc(C(=O)N(CCc2ccccc2)C2=CC3CCC(C2)N3C)c1 (configuration not stated)
    i | i
- Cc1ccc(-n2ncc3c2CC(C)(C)CC3NC(=O)CCN2CCCCC2=O)cc1 (configuration not stated)
    i | i
- COc1ccc(NC(=O)CSc2nccc(C)n2)cc1
    i | i
- COC(=O)c1ccccc1S(=O)(=O)N(Cc1cc2cc3c(cc2[nH]c1=O)OCO3)C1CCCCC1
    i | i
- Cc1ccccc1S(=O)(=O)Cc1ccc(C(=O)N2CCN(c3ccc(F)cc3)CC2)o1
    i | i
- Clc1ccc(NNc2ccnc3cc(Cl)ccc23)cc1
    i | i
- CCC(C(=O)NC1CCCC1)N(C(=O)c1snc(C(N)=O)c1N)c1ccc(OC)c(OC)c1 (configuration not stated)
    i | i
- Cc1ccccc1OCC1CN(CN2CCOCC2)C(=O)O1 (configuration not stated)
    i | i
- COc1ccc(OCCC(=O)OCC(=O)NC(=O)NC2CCCCC2)cc1
    i | i
- O=C(COc1ccc(S(=O)(=O)NC2CCCCC2)cc1Cl)NCC1CCCO1 (configuration not stated)
    i | i
- Cc1ccc(S(=O)(=O)Nn2c(O)c(C=C3N=c4ccccc4=N3)sc2=S)cc1
    i | i
- CC(C)[C@H](NC(=O)c1ccco1)C(=O)OCC(=O)Nc1ccc(Cl)c(S(=O)(=O)N(C)C)c1
    i | i
- Nc1cccc(Oc2ccc([N+](=O)[O-])cc2)c1
    i | i
- COc1cccc(NC(=O)c2cnn(-c3ccccc3)c2C)c1
    i | i
- Cc1ccc(NC(=O)N2CCCN(C(=O)OC(C)(C)C)CC2)cc1Cl
    i | i
- Cc1ccc2nc(-c3ccncc3)c(NC3CCCC3)n2c1
    i | i
- Cc1ccc2nc(/C(C#N)=C\c3ccc(N4CCCCC4)c([N+](=O)[O-])c3)[nH]c2c1
    i | i
- O=C(O)Cc1ccc(NC(=O)c2ccc(NC(=O)C3CC3)cc2)cc1
    i | i
- Cc1ccc(NC(=O)c2cc(S(=O)(=O)N3CCOCC3)cn2C)c(C)c1
    i | i
- CCCOc1ccc(C2NC(=S)NC(C)=C2C(=O)c2ccccc2)cc1OC (configuration not stated)
    i | i
- Cc1ccc(NC(=S)NCC2CCN(C(C)c3ccccc3)C2)cc1C (configuration not stated)
    i | i
- CN1C2CCC1CC(NC(=O)c1ccc(Cl)cc1)C2 (configuration not stated)
    i | i
- NC(=O)c1c(/N=C/c2cccs2)sc2c1CCCC2
    i | i
- CCN(C(=O)c1cc(Cl)ccc1OC)c1ccccc1C
    i | i
- CN(CC(=O)Nc1ccc(Cl)cc1)C(=O)c1ccc(-n2cncn2)c([N+](=O)[O-])c1
    i | i
- COc1ccc(S(=O)(=O)N2CC(O)CC2C(=O)OCc2nc3sc(C)c(C)c3c(=O)[nH]2)cc1 (configuration not stated)
    i | i
- Cn1c(=O)c(C(=O)NCc2ccc(F)cc2)c(O)c2ccccc21
    i | i
- CCn1c(SCC(=O)NC(C)(C)C)nc(O)cc1=O
    i | i
- Cc1cc(C)cc(N(CCC#N)C(=O)COC(=O)C2CCN(c3ccc(C(F)(F)F)cn3)CC2)c1
    i | i
- COc1ccc(OC)c(NC(=O)Nc2cc(C(=O)O)ccc2C)c1
    i | i
- Cc1c(Cl)c([N+](=O)[O-])nn1CC(=O)Nc1ccc2c(c1)OCO2
    i | i
- O=C(NCC(c1ccc(F)cc1)N1CCOCC1)c1cccnc1Sc1ccc(Cl)cc1 (configuration not stated)
    i | i
- COc1ccc(OC)c(C(=O)NC(CC(N)=O)c2ccc(N3CCCCCC3)c([N+](=O)[O-])c2)c1 (configuration not stated)
    i | i
- CCC(C(=O)OC)n1cnc2c(cnn2-c2ccc(Cl)cc2)c1=O (configuration not stated)
    i | i
- CN(C)C(=O)Oc1cccc([N+](C)(C)C)c1
    i | i
- COc1cc(NC(=O)c2ccccc2Cl)c(OC)cc1NC(=O)CN1CCOCC1
    i | i
- O=C(CSc1nc2ccccc2c(=O)[nH]1)N1CCOCC1
    i | i
- O=[N+]([O-])c1ccc(N2CCCC2)cc1N1CCCC1
    i | i
- CS(=O)(=O)NCCSCc1c(F)cccc1Cl
    i | i
- CCc1nccn1S(=O)(=O)c1cc(OC)ccc1OC
    i | i
- COc1ccccc1CCC(=O)NNC(=O)c1ccncc1
    i | i
- C/C(=N\N=C(N)N)c1ccc(Cl)cc1Cl
    i | -7.5*
- COC(=O)c1ccc(Cn2nnc3c(=O)[nH]c(C4CCCN(S(=O)(=O)c5cccc(Cl)c5)C4)nc32)cc1 (configuration not stated)
    i | i
- COc1cc(/C=C/C(=O)c2ccc([N+](=O)[O-])o2)ccc1O
    i | i
- CN(C)c1ccc(/C=C2\C(=N)N3N=C(CC(=O)N4CCCCC4)SC3=NC2=O)cc1
    i | i
- CCS(=O)(=O)N1CCC(C(=O)Oc2ccccc2Cl)CC1
    i | i
- Cc1sc2c(c1C)c(=O)n(-c1ccccc1)c(=O)n2CC(=O)NCC1CCCO1 (configuration not stated)
    i | i
- CCCn1nnc(NC(=O)c2cccc(OCC)c2)n1
    i | i
- Cc1cc(C(=O)NNC(=O)Nc2ccc(Cl)cc2)no1
    i | i
- CC(NC(=O)c1cccc(N2CCCC2=O)c1)c1ccc2c(c1)OCCO2 (configuration not stated)
    i | i
- COc1ccc(OC)c(S(=O)(=O)NCc2ccc(N3CCN(C)CC3)cc2)c1
    i | i
- Cc1ccc(NC(=O)CSc2nnc(Cn3cnc4ccccc43)o2)c(C)c1
    i | i
- CSCCC(NC(=O)C1CCC(C)CC1)C(=O)NCc1ccco1 (configuration not stated)
    i | i
- C=C(C)Cn1c(SCC(=O)N/N=C/c2ccccc2)nc2ccccc2c1=O
    i | i
- COc1cccc(CC(NC(C)=O)C(=O)NC2CCN(c3c4c(nc5ncnn35)CCC4)CC2)c1OC (configuration not stated)
    i | i
- CC(C)Oc1cc(S(=O)(=O)N2CCCCC2)ccc1N
    i | i
- Cn1cccc1C(=O)OCC(=O)N1c2ccccc2NC(=O)C1(C)C
    i | i

(further entries)
Values run as follows: CHT allo act | CHT inh
- O=C(Nc1cnn(Cc2ccc(F)cc2)c1)c1cc2nc(-c3ccco3)cc(C(F)(F)F)n2n1
    i | i
- COC(=O)C1=C(C)N(c2cccc(C)c2)C(=O)/C1=C\c1cccs1
    i | i
- CC(CNc1ccc([N+](=O)[O-])cc1)NC(=O)c1ccccc1Br (configuration not stated)
    i | i
- Cn1c(=O)c2c(O)c(C=Nc3ccc(F)cc3)c(=O)n(C)c2n(C)c1=O
    i | i
- COCCn1c(=O)[nH]c2cc(C(=O)NC(C)C)ccc2c1=O
    i | i
- Cc1cc(NC(=O)C2CC(c3ccc(Cl)cc3)=NO2)no1 (configuration not stated)
    i | i
- CC(C(=O)N1CCc2ccccc21)N1CCN(c2cccc(C(F)(F)F)c2)CC1 (configuration not stated)
    i | i
- CCC(Sc1nc2c(cnn2-c2ccc(Cl)cc2)c(=O)[nH]1)C(=O)OC (configuration not stated)
    i | i
- Nn1cc(-c2ccccc2)nc1SCC(=O)N1CCN(S(=O)(=O)c2ccc3ccccc3c2)CC1
    i | i
- O=C(CSc1nc(=O)n2ccccc2n1)OCc1ccccc1
    i | i
- CC(NC(=O)CSc1nnc(-c2cc3cc(Cl)ccc3o2)n1C)c1ccccc1 (configuration not stated)
    i | i
- CCOc1cccc(OCCOc2ccccc2[N+](=O)[O-])c1
    i | i
- COc1ccc2nc(SCC(=O)Nc3cc(C)on3)c(C#N)cc2c1
    i | i
- Clc1ccc(-c2nc(Cc3ccccc3Cl)no2)cc1
    i | i
- CC(=O)N(c1ccc(N(C(C)=O)S(=O)(=O)c2cccs2)cc1)S(=O)(=O)c1cccs1
    i | i
- Cc1cc(=O)oc(C)c1C(=O)Nc1cccc(F)c1
    i | i
- O=C(Nc1ccc(F)c(F)c1)C1CCCN(S(=O)(=O)c2cccc3nonc23)C1 (configuration not stated)
    i | i
- CCc1nccn1CCC(=O)N1CCCC(Nc2ccc(C(C)C)cc2)C1 (configuration not stated)
    i | i
- COc1ccccc1NS(=O)(=O)c1cccc(C(=O)N/N=C/c2ccc(NC(C)=O)cc2)c1
    i | i
- CCC(=O)Nc1ccc(Cl)c(NC(=O)c2ccccc2OC)c1
    i | i
- Cc1cnc(C(=O)NC2CC(C)(C)Cc3c2cnn3-c2ccccc2)cn1 (configuration not stated)
    i | i
- CCN(CC)C(=O)C1CCN(Cc2cn(C)nc2-c2ccc(Oc3ccccc3)cc2)CC1
    i | i
- CCCn1c2c(c(O)c(C(=O)NCc3ccccc3)c1=O)CCCC2
    i | i
- O=S(=O)(c1ccc2oc3ccc(S(=O)(=O)N4CCCCC4)cc3c2c1)N1CCCCC1
    i | i
- Cc1nc2sc(C(c3cccc(F)c3)N3CCCC(C)C3)c(O)n2n1 (configuration not stated)
    i | i
- CC(C)(C)C(=O)Nc1ccc(-c2cn3cccnc3n2)cc1
    i | i
- CCCCC(=O)N1C/C=C\[C@H](c2ccc(OC)cc2)N(Cc2ccc(F)cc2)C(=O)[C@@H]1C
    i | i
- Cc1cc(NC(=O)CCCN2C(=O)c3cccc4cccc(c34)C2=O)no1
    i | i
- CCCCN(Cc1cc2ccccc2[nH]c1=O)S(=O)(=O)c1ccc(C)cc1
    i | i
- NC(=O)N/N=C/c1ccc(-c2cccc(C(F)(F)F)c2)o1
    i | i
- CCOC(=O)C1=C(C)N(C)C(=O)NC1c1c(OC)ccc2ccccc12 (configuration not stated)
    i | i
- CCN1C(=O)NC(c2ccc(Cl)cc2)C2=C1CCCC2=O (configuration not stated)
    i | i
- CN1CCN(CC(=O)Nc2ccc(Oc3ccccc3)cc2)CC1
    i | i
- COc1ccc(C(=O)NCCn2cc(SCC(=O)NCc3ccco3)c3ccccc32)cc1
    i | i
- O=C(NNC(=O)c1ccc(S(=O)(=O)N2CCCCC2)cc1)c1ccccc1
    i | i
- Cc1cc2nc(-c3ccccc3)cc(=O)n2[nH]1
    i | i
- CC(C)C(=O)N1CCN(c2ccccc2NC(=O)c2ccc([N+](=O)[O-])o2)CC1
    11* | i
- COc1ccc(NC(=O)c2nc(C)c(C3(C)CC(c4ccccc4)=NO3)s2)cc1 (configuration not stated)
    i | i
- CC(C)c1cc(O)c(-c2ccccc2)c(=O)n1-c1ccc(Cl)cc1
    i | -5*
- CCOC(=O)C(C)/C(C)=N/NC(=O)CCC(=O)Nc1cc(C)ccc1C (configuration not stated)
    i | i
- CCn1ncc(Br)c1C(=O)Nc1ccn(C23CC4CC(CC(C4)C2)C3)n1
    i | i
- COc1ccc(-c2csc(-n3ncc(C(=O)O)c3C(F)(F)F)n2)cc1
    i | i
- Cc1ccc(-c2nnn(CC(=O)NC3CCCc4ccccc43)n2)cc1 (configuration not stated)
    i | i
- Cc1cc(O)c(C=Nc2ccc(N3CCOCC3)cc2)c(C)c1Cl
    i | i
- Cc1cccc(NC(=O)Nc2c(C)n(C)n(-c3ccccc3)c2=O)c1C
    i | i
- COC(=O)[C@]1(CC(C)C)N[C@H](c2ccc(SC3CCCCC3)c(OC)c2)[C@@H]2C(=O)N(C)C(=O)[C@@H]21
    i | i
- CCN(C(=O)c1cc2c(s1)-c1ccccc1S(=O)(=O)C2)c1cc(OC)ccc1OC
    i | i
- C[C@@H](C(=O)Nc1ccc2c(c1)OCO2)n1c(=O)[nH]c2ccccc2c1=O
    i | i
- CCCC(=O)NCCc1cc2c(C)ccc(C)c2[nH]c1=O
    i | i
- O=C(O)COc1ccc2oc3ccccc3c2c1
    i | i
- COc1ccccc1-c1cc(C(F)(F)F)nc(N2CCN(c3ccccc3)CC2)n1
    i | i
- CCc1ccc(NC(=O)c2nc(S(=O)(=O)Cc3ccccc3)ncc2Cl)cc1
    i | i
- O=C(O)c1ccc(NS(=O)(=O)/C=C/c2ccccc2)cc1
    i | i
- O=C(NCCCNc1ccc([N+](=O)[O-])cc1Cl)c1ccccc1F
    i | i
- CCOCCCN(C)C1CCN(S(=O)(=O)c2csc(C(N)=O)c2)CC1
    i | i
- COc1ccc(C(=O)N/N=C\c2coc3ccc(Cl)cc3c2=O)cc1
    i | i
- Nc1nc(-c2ccco2)nn1C(=O)c1cccnc1
    i | i
- O=C(O)CCCC(=O)Nc1ccc(Br)cc1
    i | i
- CC(=O)NCCn1c(SCC#N)nc2ccccc2c1=O
    i | i
- COc1cccc(C2CC(C(F)(F)F)n3ncc(C(=O)NC(C)(C)C)c3N2)c1 (configuration not stated)
    i | i
- COc1ccccc1CN1CCCC(N2CCN(c3ccccc3OC)CC2)C1 (configuration not stated)
    i | i
